Assay outcomes as filed in PubChem.
PGC1a acetyl inh = lowers PGC1a acetylation signal in U2OS cells | AlphaScreen anti-acetyl-lysine; with virally co-expressed GCN5 acetyltransferase | inhibition, % at 15.6 µM | hit rate 0.17% among 350,000 | AID 651687;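 active means every replicate shows inhibition of at least 40%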;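 further: 0% = neutral control wells and 100% = positive control wells; some results beyond the cut were filed as inactive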
Cneo AK release = causes C. neoformans cell lysis | adenylate kinase release luminescence, 4 h; normalised: neutral wells 0, clomiphene wells 100 | lysis activity, % at 15 µM | hit rate 0.2% among 360,000 | AID 651654;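 active means mean lysis activity across replicates of at least 80%, whatever share of replicates individually reach that level; inactive means mean lysis activity below 80%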
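Material: C. neoformans cells | Amount: Yeast cell density of 5 × 10^6 cells/mL | Medium: Fresh YPD growth medium | Dosing: Single dose | Times: Static 4 h at 37 °C with compound, 1 h detection | Detection: AK luminescence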
miR-122 sensor = miR-122 inhibition in Huh7 cells; Huh7 miR-122 Renilla luciferase sensor, 48 h; neutral wells = 0, positive control = 100; activation (reporter increase), % at 12.5 µM; hit rate 0.3% among 340,000; AID 602342;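 active means mean replicate activation score at least 90 and every replicate individually at or above 90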;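 further: higher luciferase means less miR-122 activity so hits act as miR-122 inhibitors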
EWS-Fli block = inhibitors of EWS/Fli oncoprotein transcriptional activity; A673 NR0B1-luciferase reporter, viability-normalised; inhibition, % at 12.6 µM; hit rate 0.67% among 350,000; AID 651661;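 active means mean inhibition of at least 50% after viability correction, with every replicate also passing that limit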;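 further: firefly luciferase signal divided by Alamar Blue viability fluorescence both relative to DMSO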
FN deposition inh = fibronectin deposition inhibition; AH1F fibroblasts, Alexa488-fibronectin deposition fluorescence, overnight; inhibition, % at 12.6 µM; hit rate 0.086% among 350,000;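 active means mean inhibition across replicates of 30% or more, regardless of how many single replicates reach that level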;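 further: positive control wells lacked labelled fibronectin entirely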
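Material: AH1F fibroblasts assembling fluorescent fibronectin matrix; amount: 10000 AH1F cells/well; medium: DMEM, 2% serum; reagent: Alexa488-fibronectin, 24 nM final in well; dosing: single compound dose, delivered by pin transfer; incubation: 1 h adhesion, overnight exposure; detection: fluorescence after three HBSS washes, excitation 485 nm, emission 525 nm; measure: fibronectin deposition inhibition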
LGR2 inh = Drosophila LGR2 receptor signaling inhibition; HEK293 LGR2, CRE-luciferase, bursicon-stimulated, 4 h; inhibition, % at 9.99 µM; hit rate 0.35% among 380,000;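 active means drop in luminescence signal, shown as inhibition above about 50% in the replicate tests, limit read from the data, passing the limit was not always enough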;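 further: agonist challenge used bursicon conditioned medium at about half maximal strength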
CASP6 VEID inh = blocks human caspase-6 cleavage activity | inhibition, % at 12.5 µM | P55212 | hit rate 0.53% among 350,000 | purified caspase-6, Z-VEID-R110 cleavage fluorescence | AID 686996;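 active means mean inhibition across replicates at least about 35%, with every replicate also reaching that limit, limit read from the data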;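 further: 0% = median of neutral control wells and 100% = no fluorescence left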
Target sequence (P55212 24-179 limits assumed): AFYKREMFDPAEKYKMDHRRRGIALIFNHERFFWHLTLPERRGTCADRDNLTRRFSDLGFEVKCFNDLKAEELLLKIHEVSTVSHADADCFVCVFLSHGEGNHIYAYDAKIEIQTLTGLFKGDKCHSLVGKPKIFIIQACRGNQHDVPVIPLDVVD
Target sequence (P55212 194-293 limits assumed): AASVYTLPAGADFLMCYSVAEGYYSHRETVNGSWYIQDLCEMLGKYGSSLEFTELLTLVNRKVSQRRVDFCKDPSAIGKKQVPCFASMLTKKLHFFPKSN
PAX8 reporter = inhibitors of PAX8 transcriptional activity in RMG-I cells; hit rate 1.2% among 360,000; RMG-I TPO-luciferase reporter, SteadyGlo, 24 h; inhibition, % at 12.6 µM;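 active means mean replicate inhibition at least 60% with every replicate also reaching 60%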;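 further: luciferase light reporting Pax8 driven TPO promoter activity; plate controls were median of neutral control wells for no effect and mitoxantrone controls for full effect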
* marks the source's active call; other numbers are inactive results; . = not tested or not shown; [ ] = remark or other dose. Outcome played no part in choosing rows. Share with any hit: about 2.5%.

Second line of a record: PGC1a acetyl inh	Cneo AK release	miR-122 sensor	EWS-Fli block	FN deposition inh	LGR2 inh	CASP6 VEID inh	PAX8 reporter
1: Cc1noc(C)c1S(=O)(=O)Nc1ccc2c(c1)C(=O)N([C@@H](C)CO)C[C@@H](C)[C@@H](CN(C)Cc1ccc(C(F)(F)F)cc1)OCCCC[C@H](C)O2
 : 1	3	-6[16.7 µM]	.	.	32	-2	68*
2: O=CNCC(=O)NC1CCCCCC1
 : 6	-2	3	4	.	13	0	.
3: CCN(CC)CC(=O)N1CCCC(C(=O)c2ccccc2OC)C1 (configuration not stated)
 : 0	-1	6	-13	5	-20	-1	-1
4: COC(=O)C[C@H]1c2ccc(C(F)(F)F)cc2S(=O)(=O)N1Cc1ccccc1
 : 3	-1	3	-6	1	-7	2	-4
5: COc1ccc(OC)c(CNC(=O)CCc2cn(C)c3ccccc23)c1
 : -1	-2	3	-1	3	6	-1	13
6: C[C@@H]1CN([C@@H](C)CO)C(=O)Cc2cc(NC(=O)Nc3cccc4ccccc34)ccc2O[C@H]1CN(C)C(=O)Nc1ccc(C(F)(F)F)cc1
 : 13	36	-4[16.7 µM]	1	.	1	-1	.
7: CNC[C@@H]1Oc2ccc(NS(=O)(=O)c3ccc(C)cc3)cc2C(=O)N([C@H](C)CO)C[C@H]1C
 : 3	3	4[16.7 µM]	-5	-13	-3	0	-12
8: CCOc1ccccc1NC=C1C(=O)OC2(CCCCC2)OC1=O
 : 7	0	-4	5	.	3	2	.
9: Cc1c(Cl)cccc1NC(=O)CN(C1CCCCC1)S(C)(=O)=O
 : 9	-1	20	-8	2	18	1	14
10: COC(=O)c1ccc(NC(=S)N2CCN(Cc3ccccc3Cl)CC2)cc1
 : .	.	.	-1	-2	25	0	-1
11: S=C(NCCCN1CCOCC1)Nc1ccc(Cl)cc1Cl
 : .	.	.	-11	-4	-1	-16	1
12: CCCc1ccc2oc(C(=O)N3CCN(C4CCS(=O)(=O)C4)CC3)c(C)c2c1 (configuration not stated)
 : 33	20	1	-7	0	-5	4	15
13: COc1ccc(C(=O)NCC(c2ccccc2)c2ccccc2)cc1S(=O)(=O)N1CCOCC1
 : -17	-1	14	11	17	11	-1	14
14: COc1cccc(NC(=O)N[C@H]2C=C[C@@H](CC(=O)Nc3ccc(-c4ccccc4)cc3)O[C@@H]2CO)c1
 : -3	0	.	.	0	-6	0	.
15: O=C(/C=C/c1ccccc1)OCC(=O)N1CCCC1
 : -4	1	-2	12	-1	6	-2	-20
16: COc1ccccc1NC(=O)N[C@H]1CC[C@@H](CCNS(=O)(=O)c2ccc(Cl)cc2)O[C@@H]1CO
 : 1	1	.	8	-13	-15	-1	14
17: COc1ccc(OCc2cc(C(=O)N3CCCCCCC3)no2)c(Cl)c1
 : -7	0	0	.	-6	-44	6	-50
18: Cc1cc(-c2ccccc2)c2nncn2n1
 : 2	-1	-12	.	-7	.	.	-5
19: O=C(COc1ccc(Cl)cc1Cl)NNC(=S)NCc1ccco1
 : 3	.	.	0	.	-10	5	-31
20: O=C(COC(=O)c1ccc2c(c1Cl)C(=O)c1ccccc1C2=O)NC1CC1
 : .	.	.	-4	7	9	0	-11
21: CC(C)NCCOCCOc1ccc(Cl)cc1Br
 : .	2	-2	.	7	-3	.	0
22: Cc1ccc(C)c(C(=O)OCC(=O)Nc2ccc(N3CCOCC3)cc2)c1
 : .	.	.	3	13	-15	-2	3
23: COCCNC(=S)N1CCN(c2nc(-c3ccc(F)cc3)cs2)CC1
 : -1	1	2	4	7	-7	0	14
24: C[C@H](NC(=O)C[C@H]1CC[C@H](NS(=O)(=O)c2cccc(F)c2)[C@H](CO)O1)c1ccccc1
 : -1	-1	.	.	4	4	1	.
25: O=C(Nc1ccc2nsnc2c1)N1CCCCC1
 : 11	-1	-9	.	3	.	.	-21
26: COc1ccc(Br)cc1CN(C)CC(=O)NCCc1ccc(S(N)(=O)=O)cc1
 : 7	0	-6	13	-1	-8	-2	-19
27: Cc1noc(C)c1NC(=O)N(C)C[C@H]1Oc2ccc(NS(=O)(=O)c3ccc(F)cc3)cc2C(=O)N([C@H](C)CO)C[C@H]1C
 : 3	-13	-16[16.7 µM]	-7	.	-11	-1	.
28: Cc1ccc(NC(=O)/C=C2\NC(=O)CS2)cc1
 : .	-11	.	-83	-8	-17	-1	-53
29: Cn1c2ccc(F)cc2c2ncn(CCN3CCOCC3)c(=O)c21
 : 10	.	2	.	8	.	.	9
30: CC(=O)N[C@H]1[C@H](OC2CCCCC2)O[C@H](COC(C)=O)[C@@H](OC(C)=O)[C@@H]1OC(C)=O
 : -2	0	-6	-8	0	13	-2	-3

Quoted at random: 3 compounds from above, in no set order.
Second line of a record: PGC1a acetyl inh	Cneo AK release	miR-122 sensor	EWS-Fli block	FN deposition inh	LGR2 inh	CASP6 VEID inh	PAX8 reporter
23: COCCNC(=S)N1CCN(c2nc(-c3ccc(F)cc3)cs2)CC1
 : -1	1	2	4	7	-7	0	14
17: COc1ccc(OCc2cc(C(=O)N3CCCCCCC3)no2)c(Cl)c1
 : -7	0	0	.	-6	-44	6	-50
19: O=C(COc1ccc(Cl)cc1Cl)NNC(=S)NCc1ccco1
 : 3	.	.	0	.	-10	5	-31

The main list resumes, repeating the two entries before the break.
Second line of a record: PGC1a acetyl inh	Cneo AK release	miR-122 sensor	EWS-Fli block	FN deposition inh	LGR2 inh	CASP6 VEID inh	PAX8 reporter
29: Cn1c2ccc(F)cc2c2ncn(CCN3CCOCC3)c(=O)c21
 : 10	.	2	.	8	.	.	9
30: CC(=O)N[C@H]1[C@H](OC2CCCCC2)O[C@H](COC(C)=O)[C@@H](OC(C)=O)[C@@H]1OC(C)=O
 : -2	0	-6	-8	0	13	-2	-3
31: CN(C)S(=O)(=O)c1ccc(C(=O)Nc2nnc(-c3ccc4c(c3)CCCC4)o2)cc1
 : 8	-3	-2	27	27	4	2	-5
32: C[C@@H]1CN([C@H](C)CO)C(=O)c2cc(C#CCN(C)C)cnc2O[C@@H]1CN(C)Cc1ccc2c(c1)OCO2
 : 6	2	-8[16.7 µM]	5	4	-6	-54	.
33: CC(C)(CCC(=S)N1CCOCC1)C1CCCCC1
 : 8	6	-7	-35	4	-21	-5	-47
34: Cc1ccc(S(=O)(=O)N[C@H]2CC[C@@H](CCNC(=O)C3CCC3)O[C@@H]2CO)cc1
 : 27	-1	.	3	.	11	0	10
35: COc1ccc(Nc2nc(-c3ccncc3)nc3ccccc23)cc1
 : 12	-3	3	16	-11	-11	-3	18
36: C[C@@H]1CN([C@H](C)CO)C(=O)c2cc(NC(=O)Nc3ccc(C(F)(F)F)cc3)ccc2O[C@@H]1CN(C)CC1CC1
 : .	0	-6[16.7 µM]	16	.	12	1	8
37: C[C@@H]1CCCCO[C@@H](CN(C)C(=O)Nc2ccccc2)[C@@H](C)CN([C@H](C)CO)C(=O)c2cc(NS(=O)(=O)c3cccs3)ccc2O1
 : 3	1	-6[16.7 µM]	-12	-2	27	0	-28
38: Cc1ccc(NC(=O)c2cc(C(=O)Nc3ccc(C)cc3)n(C)n2)cc1
 : .	.	.	6	-3	8	2	8
39: COc1ccc(-n2cc(C#N)c(=O)n(Cc3ccc(F)cc3)c2=O)cc1
 : -1	.	.	3	2	-49	-1	28
40: CCCNC(=O)N(C)C[C@H]1Oc2cc(C#C[C@H](C)O)ccc2S(=O)(=O)N([C@@H](C)CO)C[C@@H]1C
 : -5	0	9[16.7 µM]	-4	-2	17	-1	.
41: COc1ccc(Cl)cc1NC(=O)CN(C)C(=O)CCSc1ccc(C)cc1
 : 0	1	-6	0	3	0	1	15
42: O=C(Nc1cc(=O)[nH]c2ncnn12)c1ccccc1Cl
 : -12	2	20	.	5	.	.	-2
43: COC(=O)[C@@]1(Cc2ccc(F)cc2)[C@H]2c3cc(C(=O)N(C)C)n(CCc4ccc(OC)c(Br)c4)c3C[C@H]2CN1C(=O)c1ccccc1
 : -4	2	-7	20	4	5	7	53
44: COC(=O)c1sc(S(=O)(=O)NCc2cccs2)c(C(=O)OC)c1C
 : -5	0	11	11	.	-3	.	.
45: COc1ccccc1NC1=C(NC(C)=O)C(=O)c2ccccc2C1=O
 : .	.	.	-3	2	12	11	11
46: C/C=C/c1ccc([C@H]2[C@@H](CO)N(C(=O)CC)[C@@H]2CNC(=O)c2ccncc2)cc1
 : 5	0	7[16.7 µM]	3	-9	5	.	5
47: CCc1nc2ccccc2c(C(=O)OCC(=O)NC2CC2)c1C
 : 8	0	5	-1	-1	-13	0	6
48: Cc1c(C(=O)NCC2CCCO2)oc2ccc(S(=O)(=O)N3CCCCC3)cc12 (configuration not stated)
 : -5	-1	3	1	2	-18	-3	13
49: CC(=NNC(=S)SCc1ccccc1)c1ccccn1
 : .	.	.	-5	7	14	0	5
50: CC(C)c1cn(CC[C@@H]2CC[C@H](NS(=O)(=O)c3ccc(Cl)cc3)[C@H](CO)O2)nn1
 : -4	2	.	8	.	18	-2	-5
51: CCC(=O)NC[C@@H]1[C@@H](c2ccc(C3=CCCC3)cc2)[C@H](CO)N1C(C)=O
 : -8	51	12[16.7 µM]	-3	.	-22	0	-23
52: Cc1ccccc1S(=O)(=O)N[C@H]1CC[C@H](CCn2cc(Cc3ccccc3)nn2)O[C@@H]1CO
 : 61*	1	.	-4	14	13	2	-6
53: COc1cc2[nH]c(-c3cccc(F)c3)cc(=O)c2cc1OC
 : .	2	.	5	5	3	-1	17
54: O=C(Cc1cc(=O)[nH]c(=O)[nH]1)N1CCC(Cc2ccccc2)CC1
 : 9	-1	2	0	0	0	1	13
55: O=S(=O)(c1ccccc1)c1ccc(N2CCCCCC2)cc1
 : -38	2	4	1	-4	-19	1	3
56: CN(C)c1ccc2c(c1)[C@@H]1C[C@@H](CC(=O)NCCc3ccccc3)O[C@@H](CO)[C@@H]1O2
 : -10	-8	-9[16.7 µM]	-5	.	-9	4	9
57: COc1ccc2c3c([nH]c2c1)[C@H](CO)N(CC1CC1)CC31CCN(C(=O)c2ccccc2F)CC1
 : -4	.	.	8	.	-6	0	-6
58: Cc1ccc(N/C(N)=N/c2nc(CSc3ccc(C)cc3)cc(=O)[nH]2)cc1
 : 4	4	-2	.	9	8	.	.
59: O=C(CNCc1ccco1)Nc1cccc(S(=O)(=O)N2CCCCC2)c1
 : -2	1	5	5	2	10	0	13
60: CCOc1ccc(N(CC(=O)N2CCc3ccccc32)S(=O)(=O)c2c(C)noc2C)cc1
 : -10	-2	-4	10	-5	20	-3	37
61: COc1ccc(C2=NN(CCC(=O)NC3CCCCC3C)C(=O)CC2)cc1 (configuration not stated)
 : 2	14	8	0	15	-7	-1	8
62: Cc1nc(Nc2cccc(Cl)c2)c2oc3ccccc3c2n1
 : 0	-1	7	6	10	-7	4	6

Record cards, from the list above.
Cc1ccc(S(=O)(=O)N[C@H]2CC[C@@H](CCNC(=O)C3CCC3)O[C@@H]2CO)cc1 across the screens: PGC1a acetyl inh: 27; Cneo AK release: -1; miR-122 sensor: .; EWS-Fli block: 3; FN deposition inh: .; LGR2 inh: 11; CASP6 VEID inh: 0; PAX8 reporter: 10
COc1ccc(Cl)cc1NC(=O)CN(C)C(=O)CCSc1ccc(C)cc1 across the screens: PGC1a acetyl inh: 0; Cneo AK release: 1; miR-122 sensor: -6; EWS-Fli block: 0; FN deposition inh: 3; LGR2 inh: 0; CASP6 VEID inh: 1; PAX8 reporter: 15

PGC1a acetyl inh, hit marks shown above
No.	mol	PGC1a acetyl inh	miR-122 sensor	LGR2 inh	CASP6 VEID inh
52	Cc1ccccc1S(=O)(=O)N[C@H]1CC[C@H](CCn2cc(Cc3ccccc3)nn2)O[C@@H]1CO	61*	.	13	2
